High-throughput results deposited in PubChem BioAssay by several laboratories.
Yeast life ext = extends the lifespan of yeast. S. cerevisiae growth with nicotinamide, OD615; deaD strain in restrictive glucose medium. inhibition of the nicotinamide effect, % at 10 µM. actives 0.68% (n = 130,000);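 active means inhibition above a set limit, placed 3 SD over the median of all compounds, cut at about 26% in these data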;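 further: 0% = nicotinamide-treated wells and 100% = cells grown without nicotinamide; some compounds called inactive have numbers as strong as hits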
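Buffer or medium: CSMM-D glucose medium, restrictive; test system: modified budding yeast, DeaD strain; compound: single dose 10 µM compound, 0.25% DMSO; schedule: culture preincubation 4 h, compound exposure 48 h, both 30 °C; detection: optical density (absorbance) at 615 nm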
PTEN del growth = growth suppressors of cells with PTEN tumor suppressor deletion; HCT116 PTEN-null viability, CellTiter-Glo, 60 h; stronger effect = lower value; viability, % at 10 µM; actives 1.2% (n = 140,000); AID 827;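 active means viability at or below a set limit, 4 SD under the median of all tested compounds, cut at about 3.7% in these data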;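 further: PTEN knockout HCT116 line with beta catenin targeted HCT116 as companion control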
NPY Y2 blocker = antagonists of human neuropeptide Y receptor Y2; NPY-Y2 expressing cells, antagonist mode; inhibition, % at 2.7 µM; P49146; AID 793; actives 0.99% (n = 140,000); in the data active means inhibition above about 17%;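 further: 0% = vehicle with agonist challenge and 100% = reference antagonist with challenge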
Target sequence (P49146 whole entry, looked up): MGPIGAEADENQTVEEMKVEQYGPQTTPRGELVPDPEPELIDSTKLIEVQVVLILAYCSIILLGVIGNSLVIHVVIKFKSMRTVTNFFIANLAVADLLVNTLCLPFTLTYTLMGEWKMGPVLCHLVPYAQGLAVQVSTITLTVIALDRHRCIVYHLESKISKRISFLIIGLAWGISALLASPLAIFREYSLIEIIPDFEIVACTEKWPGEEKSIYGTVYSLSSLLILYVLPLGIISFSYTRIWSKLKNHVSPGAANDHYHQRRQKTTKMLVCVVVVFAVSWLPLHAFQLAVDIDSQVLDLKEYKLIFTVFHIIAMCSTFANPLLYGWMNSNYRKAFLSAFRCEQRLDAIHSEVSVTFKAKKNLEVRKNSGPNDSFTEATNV
MRP1 act = activates MRP-1 | AID 799 | actives 0.61% (n = 140,000) | H69AR cells + doxorubicin, viability rescue, CellTiter-Glo | viability increase, % at 10 µM;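 active means viability gain under doxorubicin at or above a set limit, the compound median plus 3 SD, cut at about 4.7% in these data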;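 further: MRP-1 overexpressing cells given doxorubicin 25 µM after compound pretreatment; 18-22 h compound pretreatment then 72 h with doxorubicin before readout; 0% = doxorubicin-only wells and 100% = vehicle-treated cells without doxorubicin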
bCat KO growth = beta-catenin-lacking colon tumor cell growth suppression. viability, % at 10 µM. AID 818. actives 1.5% (n = 140,000). HCT116 beta-catenin knockout viability, CellTiter-Glo, 60 h; stronger effect = lower value;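 active means viability at or under a set limit, the compound median less 4 SD, cut at about 6% in these data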;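 further: 0% = Hyamine 1622 control at 20 µM and 100% = untreated cell control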
E-sel TNF inh = TNF alpha driven E-selectin expression inhibition; HUVEC TNFa-induced E-selectin immunofluorescence, high content; inhibition, % at 2 µM; actives 0.71% (n = 120,000); AID 1246;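 active means inhibition above the batch mean plus 3 SD, and confirmed as a hit on visual image review, cut at about 43% in these data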;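 further: 0% = TNF-stimulated DMSO wells and 100% = unstimulated control wells; not every result past the cut was called active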
GALR2 antag = blocks the human galanin receptor 2; O43603; GALR2-expressing cells, antagonist mode; inhibition, % at 4 µM; actives 0.39% (n = 140,000); AID 828; in the data active means inhibition above about 27%;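 further: cells stimulated with galanin 1-16 at roughly its EC80; 0% = agonist challenge control and 100% = basal control without agonist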
Target sequence (O43603 whole entry, looked up): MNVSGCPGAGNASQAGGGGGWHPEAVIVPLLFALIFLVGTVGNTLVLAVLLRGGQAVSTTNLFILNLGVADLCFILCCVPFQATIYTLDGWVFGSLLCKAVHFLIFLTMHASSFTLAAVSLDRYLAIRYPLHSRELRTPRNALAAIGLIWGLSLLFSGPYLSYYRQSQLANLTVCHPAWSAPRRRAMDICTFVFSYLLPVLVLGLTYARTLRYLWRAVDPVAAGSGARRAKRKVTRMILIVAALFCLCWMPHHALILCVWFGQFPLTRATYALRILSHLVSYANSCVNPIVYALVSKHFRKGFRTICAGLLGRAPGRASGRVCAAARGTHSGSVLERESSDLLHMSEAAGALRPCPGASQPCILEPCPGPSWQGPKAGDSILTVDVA
Measles CPE = protection of cells from measles virus; Measles virus-infected cells, CPE protection, absorbance; protection (pct of control), % at 4 µM; actives 1.5% (n = 140,000); AID 841; in the data active means protection mostly above about 24%, no sharp cut-off; inactive means mostly below about 26%; further: some compounds called inactive have numbers as strong as hits
Phagocytosis inh = macrophage phagocytosis inhibition; inhibition, % at 5 µM; J774A.1 macrophage IgG-bead phagocytosis, imaging; actives 0.07% (n = 110,000); AID 1029;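 active means inhibition above the mean of the plate negative controls plus 5 SD, cut at about 13% in these data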;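 further: phagocytic index as fraction of beads internalized from green versus red external bead signal; plate controls were DMSO negative control for no effect and cytochalasin-D positive control for full effect; some results beyond the cut were filed as inactive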
BB579 growth dn = yeast BB579 growth reduction in restrictive medium; S. cerevisiae BB579 growth, OD615, 48 h; inhibition, % at 10 µM; actives 0.51% (n = 140,000);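 active means inhibition above a set limit, 3 SD over the mean compound inhibition, cut at about 44% in these data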; further: inactives centre near -24
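System: Saccharomyces cerevisiae DeaD strain BB579, replicative lifespan model yeast | Buffer or medium: Restrictive glucose-based CSMM-D medium | Times: 4 h preincubation and 48 h exposure at 30 °C | Detection: OD615 turbidity measurement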
An asterisk follows results filed as active; / = not tested or not shown.

Abbreviations: A = Yeast life ext; B = PTEN del growth; C = NPY Y2 blocker; D = MRP1 act; E = bCat KO growth; F = E-sel TNF inh; G = GALR2 antag; H = Measles CPE; I = Phagocytosis inh; J = BB579 growth dn
> COCCn1c(=O)[nH]c2cc(C(=O)NC(C)C)ccc2c1=O
  A = 15	B = 101	C = 2	D = -0.6	E = 94	F = /	G = -13	H = 15	I = 0	J = -23
> O=C(Nc1ccc2oc(-c3ccncc3)nc2c1)c1cccs1
  A = -13	B = 106	C = -2	D = -2.7	E = 94	F = -5	G = 6	H = 42*	I = 0	J = -32
> O=C(CCCN1Cc2ccccc2C1)c1ccc(F)cc1
  A = -6	B = 87	C = 2	D = -1.9	E = 95	F = 21	G = -4	H = 7	I = /	J = -25
> CCCN1C(=O)/C(=N\OCC(=O)Nc2ccc(C(C)C)cc2)c2ccccc21
  A = 2	B = 87	C = 3	D = 6.5*	E = 93	F = /	G = 1	H = 5	I = -14	J = -48
> COc1ccccc1NS(=O)(=O)c1ccc(N/N=C/c2c(C)nn(-c3ccccc3)c2N2CCCC2)c([N+](=O)[O-])c1
  A = 2	B = 73	C = -4	D = -2.8	E = 68	F = -22	G = -3	H = 10	I = -7	J = -45
> O=C(NCc1ccco1)c1cccc(NC(=O)c2ccco2)c1
  A = -12	B = 104	C = 0	D = -1.4	E = 97	F = 2	G = 9	H = 8	I = 0	J = -21
> Cc1cccc(/C=c2\s/c(=C\C(=O)C(C)(C)C)[nH]c2=O)c1
  A = -5	B = 26	C = 12	D = -5.1	E = 29	F = -8	G = 14	H = 4	I = -2	J = -59
> CCCC(c1nnnn1Cc1ccco1)N1CCC(C(N)=O)CC1 (stereo unspecified)
  A = -27	B = 95	C = -2	D = -2.5	E = 87	F = 1	G = 2	H = 7	I = 0	J = -25
> COc1ccc(C(C)C)cc1S(=O)(=O)n1ccnc1C
  A = 7	B = 94	C = 5	D = -1.6	E = 93	F = /	G = 8	H = 9	I = /	J = -7
> COc1cc(/C=C/C(=O)NCCN2CCOCC2)cc(OC)c1OC
  A = 2	B = 101	C = 0	D = -1.8	E = 88	F = 38	G = 7	H = 7	I = /	J = -13
> CC(=O)N/C(=C\c1ccc(F)cc1)C(=O)N(C)C
  A = 0	B = 100	C = 1	D = 2.6	E = 99	F = /	G = 2	H = 5	I = -8	J = -9
> C=CCN(CC=C)S(=O)(=O)c1ccc(NC(=S)NC(=O)c2ccc(-c3ccccc3)cc2)cc1
  A = -3	B = 82	C = 5	D = -1.3	E = 63	F = 1	G = 0	H = 13	I = -1	J = -26
> Cc1c(C(=O)O)sc2nc3n(c(=O)c12)CCC(C)CC3 (stereo unspecified)
  A = /	B = 97	C = -1	D = -1.8	E = 91	F = 11	G = 4	H = 13	I = /	J = -9
> O=c1oc2ccccc2cc1-c1nc2c(s1)CCc1ccccc1-2
  A = -2	B = 77	C = 9	D = -3.5	E = 72	F = /	G = 25	H = 10	I = 0	J = -16
> CCC1=Nc2cc(C(=O)O)ccc2Sc2ccccc21
  A = -1	B = 97	C = -4	D = -0.8	E = 84	F = 13	G = 5	H = 8	I = /	J = -10
> O=C(Cc1ccc(F)cc1)Nc1ccccc1Sc1ccccc1
  A = 4	B = 89	C = 4	D = -2.8	E = 90	F = /	G = -1	H = 1	I = -2	J = -19
> CCOc1ccccc1N(CC(=O)NCc1ccc(OC)cc1)S(C)(=O)=O
  A = -13	B = 100	C = -1	D = -1.5	E = 100	F = -8	G = 7	H = 22	I = 1	J = -30
> O=C(CN1CCN(CC(=O)Nc2ccc3c(c2)OCO3)CC1)Nc1ccc(F)cc1
  A = -5	B = 107	C = 1	D = -3.8	E = 91	F = -11	G = 2	H = 1	I = -2	J = -11
> COc1ccc(CN=CC2=C(O)CNC2=O)cc1
  A = -6	B = 108	C = 0	D = -0.9	E = 97	F = 0	G = 7	H = 33	I = /	J = -28
> Cc1nc(-c2cccc(NS(=O)(=O)c3ccc4ccccc4c3)c2)cs1
  A = 4	B = 92	C = 15	D = -4.3	E = 95	F = -8	G = 4	H = 13	I = 1	J = -32
> CCOC(=O)c1sc2ncn(CC(=O)NCC3CCCO3)c(=O)c2c1C (stereo unspecified)
  A = -29	B = 84	C = 0	D = -0.3	E = 97	F = -9	G = 0	H = 5	I = -1	J = -46
> O=C(CNC(=O)c1cccc(Br)c1)N/N=C/c1cn[nH]c1-c1ccccc1
  A = 0	B = 91	C = -2	D = -0.7	E = 94	F = 22	G = 15	H = 17	I = -6	J = -14
> O=c1ccnc(S/C=C/c2ccccc2)[nH]1
  A = -15	B = 95	C = 2	D = 0.7	E = 92	F = -1	G = 9	H = 3	I = /	J = -18
> O=C1C2CC=CCC2C(=O)N1c1ccc(Cc2ccncc2)cc1 (stereo unspecified)
  A = -9	B = 93	C = 2	D = -0.3	E = 97	F = 2	G = 17	H = 4	I = 0	J = -23
> COc1ccc(/C(O)=C2/C(=O)C(=O)N(c3nc(C)c(C)s3)C2c2ccco2)cc1 (stereo unspecified)
  A = 2	B = 99	C = 6	D = -0.8	E = 105	F = 13	G = -8	H = 24	I = 0	J = -48
> CC(C)C(=O)Nc1cccc(-c2csc(-c3ccccc3)n2)c1
  A = -4	B = 89	C = 0	D = -0.4	E = 97	F = /	G = -1	H = 24	I = /	J = -6
> O=C(COc1ccc(S(=O)(=O)NC2CCCCC2)cc1Cl)NCC1CCCO1 (stereo unspecified)
  A = -10	B = 85	C = 0	D = -0.4	E = 84	F = 12	G = -2	H = 6	I = 1	J = -9
> CCOC(=O)c1cc([N+](=O)[O-])c([N+](=O)[O-])cc1NC(C)=O
  A = -12	B = 22	C = 3	D = -5.0	E = 13	F = -10	G = 41*	H = 0	I = 1	J = 99*
> CCN(CC)S(=O)(=O)c1cccc(C(=O)OCC(=O)c2ccc3c(c2)OCCO3)c1
  A = 7	B = 84	C = 4	D = -0.7	E = 89	F = /	G = 2	H = 13	I = 0	J = -49
> Cc1cc(/C=N/n2cnnc2)c(C)n1-c1ccc(Cl)cc1Cl
  A = 25	B = 80	C = 10	D = -1.0	E = 80	F = -3	G = -5	H = 14	I = /	J = -15

Continued; it opens with the three that closed the last part.
Abbreviations: A = Yeast life ext; B = PTEN del growth; C = NPY Y2 blocker; D = MRP1 act; E = bCat KO growth; F = E-sel TNF inh; G = GALR2 antag; H = Measles CPE; I = Phagocytosis inh; J = BB579 growth dn
> CCOC(=O)c1cc([N+](=O)[O-])c([N+](=O)[O-])cc1NC(C)=O
  A = -12	B = 22	C = 3	D = -5.0	E = 13	F = -10	G = 41*	H = 0	I = 1	J = 99*
> CCN(CC)S(=O)(=O)c1cccc(C(=O)OCC(=O)c2ccc3c(c2)OCCO3)c1
  A = 7	B = 84	C = 4	D = -0.7	E = 89	F = /	G = 2	H = 13	I = 0	J = -49
> Cc1cc(/C=N/n2cnnc2)c(C)n1-c1ccc(Cl)cc1Cl
  A = 25	B = 80	C = 10	D = -1.0	E = 80	F = -3	G = -5	H = 14	I = /	J = -15
> CCS(=O)(=O)CCn1c([N+](=O)[O-])cnc1C
  A = 7	B = 95	C = 2	D = -1.1	E = 87	F = /	G = 5	H = 57	I = /	J = -31
> CCc1nc(SCC(=O)NCc2ccco2)c2c3c(sc2n1)CCCC3
  A = 1	B = 78	C = 16	D = -2.0	E = 86	F = -4	G = -12	H = 11	I = -1	J = -40
> Cc1noc(C)c1CSc1ccc(Br)cc1
  A = -33	B = 64	C = 6	D = -0.5	E = 70	F = 15	G = -13	H = 18	I = 3	J = 0
> CC(C)CC(c1nnnn1C1CCCC1)N1CCN(C(=O)c2ccco2)CC1 (stereo unspecified)
  A = -4	B = 88	C = 6	D = -3.3	E = 88	F = -7	G = 3	H = 14	I = 0	J = 4
> COc1ccc(Oc2nc(C)nc3c2oc2ccccc23)cc1
  A = -12	B = 59	C = 10	D = -1.5	E = 53	F = 2	G = 12	H = 2	I = 0	J = -9
> O=C(N/N=C/c1cccnc1)c1ccc2c(c1)OCCO2
  A = 1	B = 80	C = 1	D = -1.3	E = 87	F = 8	G = 2	H = 4	I = 0	J = -16
> CN1C(=O)CSc2ccc(NC(=O)N3CCC(N4CCCCC4)CC3)cc21
  A = 1	B = 101	C = -2	D = -1.3	E = 104	F = /	G = -2	H = 5	I = 0	J = -22
> Cc1csc(NC(=O)c2ccccc2[N+](=O)[O-])n1
  A = -3	B = 100	C = 0	D = 2.8	E = 98	F = -6	G = -9	H = 3	I = 0	J = -16
> CCOC(=O)CNC(=O)c1cccnc1
  A = -20	B = 107	C = 2	D = -1.4	E = 96	F = -29	G = 0	H = 10	I = 1	J = 2
> O=C(CSCC(=O)N1CCCCC1)Nc1nc(-c2ccc(Cl)s2)cs1
  A = -7	B = 84	C = 8	D = -4.6	E = 91	F = /	G = -2	H = 12	I = -1	J = 2

Filtered by structure, the compounds so far with bromine.
Abbreviations: A = Yeast life ext; B = PTEN del growth; C = NPY Y2 blocker; D = MRP1 act; E = bCat KO growth; F = E-sel TNF inh; G = GALR2 antag; H = Measles CPE; I = Phagocytosis inh; J = BB579 growth dn
> O=C(CNC(=O)c1cccc(Br)c1)N/N=C/c1cn[nH]c1-c1ccccc1
  A = 0	B = 91	C = -2	D = -0.7	E = 94	F = 22	G = 15	H = 17	I = -6	J = -14
> Cc1noc(C)c1CSc1ccc(Br)cc1
  A = -33	B = 64	C = 6	D = -0.5	E = 70	F = 15	G = -13	H = 18	I = 3	J = 0

Next section:
Abbreviations: A = Yeast life ext; B = PTEN del growth; C = NPY Y2 blocker; D = MRP1 act; E = bCat KO growth; F = E-sel TNF inh; G = GALR2 antag; H = Measles CPE; I = Phagocytosis inh; J = BB579 growth dn
> C/C(=N\O)C(=O)OC1CC(C)CCC1C(C)C (stereo unspecified)
  A = -7	B = 63	C = 6	D = -1.3	E = 77	F = /	G = -7	H = 6	I = -1	J = 6
> CCOc1cnn(-c2cc(Oc3ccc(C)cc3)ncn2)c(=O)c1Cl
  A = -11	B = 90	C = 4	D = 0.4	E = 88	F = -18	G = 28*	H = 20	I = 0	J = -27
> CCOC(=O)C1CCN(C(=O)COc2cc(C)c(Br)c(C)c2)CC1
  A = -13	B = 82	C = 8	D = -0.2	E = 81	F = 21	G = -2	H = 6	I = -1	J = 1
> O=[N+]([O-])c1ccc2c(c1)C=C1CCCCC1(N1CCCCC1)O2 (stereo unspecified)
  A = -4	B = 79	C = 3	D = -1.2	E = 87	F = -5	G = -1	H = 26	I = -12	J = -64
> COc1cccc(Nc2nnc(SCc3cc([N+](=O)[O-])cc4c3OCOC4)s2)c1
  A = -5	B = 76	C = 2	D = -0.1	E = 89	F = -3	G = 6	H = 1	I = -1	J = -21
> Cc1oc(-c2ccccc2Cl)nc1CSCC(=O)NC1CCCC1
  A = -6	B = 88	C = 8	D = -2.3	E = 89	F = 10	G = -9	H = 9	I = -1	J = -30
> Cc1ccn(CCSCC(=O)O)n1
  A = -5	B = 106	C = 2	D = 1.9	E = 95	F = 7	G = -10	H = 5	I = -1	J = -9
> Cc1cc(N2CCCN(C)CC2)nc2cc(Cl)ccc12
  A = -22	B = 52	C = 9	D = -3.5	E = 57	F = /	G = 18	H = 1	I = 1	J = -22
